High-throughput results from PubChem.
IP6K1 inh: Primary qHTS assay for small molecule inhibitors of Inositol hexaphosphate kinase 1 (IP6K1); Inositol hexakisphosphate kinase 1 (Homo sapiens), Q92551; IP6K1 kinase, ADP-Glo luminescence, 2 h; hits give low values; activity change, % (series mostly up to about 58 µM); 0.81% of 140,000 active; AID 1645851, 2021; in the data active means activity change below about -25%
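ADP-Glo luminescence measures ADP made by human IP6K1 during a 2 h RT reaction with ATP/IP6 (mix at 1.3 mM/130 uM); top library doses 57.5 and 19.1 uM final.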
HEK293 tox: Cytotoxic Profiling in HEK 293 Cell Line of Diverse Libraries Using Quantitative High-Throughput Screening; HEK 293 viability, ATP luminescence (CellTiter-Glo), 48-72 h; Potency, µM (highest dose often 115 µM), for the others: top-dose activity change, negative = cytotoxicity, actives largely listed as inhibitors; 6.6% of 94,000 active; AID 1345083, 2018; further: potency means the concentration at half of the fitted maximal effect; nearly all actives have a fitted effect of over 60% in size
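CellTiter-Glo luminescence (cellular ATP) was read after 48 or 72 hr of compound exposure at 37 degree Celsius. Cells were HEK 293 plated at 250 cells/well.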
FLuc inh: Firefly luciferase inhibition profiling of diverse chemical library using quantitative high-throughput screening. Potency, µM (series often up to 115 µM), inactives show top-dose activity change, negative = inhibition, usual class: inhibitors. purified P. pyralis luciferase, luminescence, biochemical. 2.5% of 76,000 active; further: potency means the concentration at half of the fitted maximal effect; nearly all actives have a fitted effect of over 65% in size
Target sequence (P08659 whole entry, looked up): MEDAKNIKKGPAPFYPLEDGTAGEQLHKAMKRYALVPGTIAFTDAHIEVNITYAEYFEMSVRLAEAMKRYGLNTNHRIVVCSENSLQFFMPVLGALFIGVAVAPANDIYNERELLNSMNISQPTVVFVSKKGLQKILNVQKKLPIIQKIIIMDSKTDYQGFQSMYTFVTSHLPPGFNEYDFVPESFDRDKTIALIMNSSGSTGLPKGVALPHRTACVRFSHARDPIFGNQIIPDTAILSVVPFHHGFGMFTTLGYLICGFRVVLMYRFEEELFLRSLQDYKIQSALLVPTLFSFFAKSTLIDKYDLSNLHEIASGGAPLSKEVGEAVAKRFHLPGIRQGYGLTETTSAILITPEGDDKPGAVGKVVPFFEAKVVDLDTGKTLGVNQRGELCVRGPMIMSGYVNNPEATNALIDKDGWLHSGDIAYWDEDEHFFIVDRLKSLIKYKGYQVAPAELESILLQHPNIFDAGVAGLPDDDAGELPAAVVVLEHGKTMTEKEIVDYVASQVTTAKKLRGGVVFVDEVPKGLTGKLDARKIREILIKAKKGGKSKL
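Luminescence read by CCD imager after adding enzyme (10nM final) to wells holding compound, titrated in qHTS. Substrates 10uM each D-luciferin and ATP; buffer 50mM Tris acetate pH 7.5, 10mM Mg acetate, Tween-20, BSA.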
GPT2 inh: Primary qHTS assay for inhibitors of Glutamate pyruvate transaminase 2 (GPT2); Recombinant GPT2, coupled pyruvate oxidase/HRP Amplex Red fluorescence; Potency, µM (series often up to 57.7 µM), without a hit: at the highest dose activity change, negative = inhibition, usual class: inhibitors; 0.25% of 100,000 active; further: potency means the concentration at half of the fitted maximal effect; nearly all actives have a fitted effect of over 60% in size; many of its hits are not listed in these tables
Target sequence (Q8TD30 whole entry, looked up): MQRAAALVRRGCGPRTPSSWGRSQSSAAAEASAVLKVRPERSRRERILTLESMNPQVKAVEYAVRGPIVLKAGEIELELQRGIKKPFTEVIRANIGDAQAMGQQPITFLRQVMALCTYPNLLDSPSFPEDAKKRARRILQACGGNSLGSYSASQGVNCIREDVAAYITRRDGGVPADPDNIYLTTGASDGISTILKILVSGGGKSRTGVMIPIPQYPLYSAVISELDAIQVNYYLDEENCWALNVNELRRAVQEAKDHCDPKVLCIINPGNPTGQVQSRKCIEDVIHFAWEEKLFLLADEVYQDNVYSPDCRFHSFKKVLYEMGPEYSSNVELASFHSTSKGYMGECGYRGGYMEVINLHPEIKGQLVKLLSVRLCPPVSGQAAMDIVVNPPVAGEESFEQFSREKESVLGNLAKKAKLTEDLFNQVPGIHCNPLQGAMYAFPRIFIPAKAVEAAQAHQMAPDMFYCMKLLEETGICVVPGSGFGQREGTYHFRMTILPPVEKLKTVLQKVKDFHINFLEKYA
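Recombinant GPT2 (10ng/uL) with 250uM a-KG and 2mM L-alanine, 30 min at room temperature, in HEPES pH 7.5 buffer. Pyruvate detected by pyruvate oxidase/HRP/Amplex Red fluorescence after 30 min in the dark; AOA (50uM) as positive control.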
SNCA expr inh: Primary qHTS assay for inhibitors of alpha-synuclein gene (SNCA) expression. HEK-293 SNCA-luciferase knock-in, luminescence, 24 h. Potency, µM (doses to about 57.2 µM), for the others: at the top dose activity change, negative = inhibition, hits mostly inhibitors. 0.17% of 140,000 active. AID 1671194, 2021;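 further: potency means the concentration at half of the fitted maximal effect; plate controls were DMSO cells for no effect and cell-free wells for full effect; nearly all actives have a fitted effect of over 45% in size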
SNCA viab count: GF-AFC viability counterscreen for inhibitors of alpha-synuclein gene (SNCA) expression | 0.12% of 150,000 active | AID 1671193, 2021 | HEK-293-SNCA-luc viability, GF-AFC fluorescence, 24 h | Potency, µM (series often up to 57.1 µM), inactives show at the highest dose activity change, negative = cytotoxicity, actives largely listed as cytotoxic;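 further: potency means the concentration at half of the fitted maximal effect; 0% = DMSO-treated cells and -100% = medium-only wells without cells; nearly all actives have a fitted effect of over 30% in size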
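HEK-293-SNCA-luc cells (1500/well) plated 24 h, then exposed 24 h to a dilution series; GF-AFC added 30 min at 37C, fluorescence 405/540 nm; normalised to medium-only and DMSO wells, Hill fit.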
NIH3T3 tox: Cytotoxic Profiling in NIH 3T3 Cell Line of Diverse Libraries Using Quantitative High-Throughput Screening; NIH 3T3 viability, CellTiter-Glo ATP luminescence, 48-72 h; Potency, µM (series often up to 96.7 µM), without a hit: at the top dose activity change, negative = cytotoxicity, usual class: inhibitors; 4.3% of 94,000 active; further: potency means the concentration at half of the fitted maximal effect; nearly all actives have a fitted effect of over 55% in size
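Cells were seeded at 400 per well, treated with pin-transferred compound, and kept 48 or 72 hr at 37 °C before CellTiter-Glo addition and luminescence imaging of cellular ATP.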
* = called active by the depositor; & = joins results of further samples; [ ] = remark or other dose. Unless noted, the call rests on the fitted dose curve; in most records, active means well fitted curve in the direction sought with a large enough effect; inconclusive means small, poorly fitted or top-dose-only effect, or another doubt; inactive means no such curve, though single readings can be large; an effect the other way counts as inactive or inconclusive. Unless noted, on the % scale 0 is the no-effect control and ±100 the full control effect.

The first 2 entries as a preview:
Screening Cn1nc(C2CCCN(C(=O)NC3CCCC3)C2)n(C2CCCC2)c1=O (stereo not given) returned IP6K1 inh -5.0, HEK293 tox -0.7%, FLuc inh 4.5%, GPT2 inh inactive, SNCA expr inh 1.3%, SNCA viab count 7.9% and NIH3T3 tox -4.5%.
`C[S+](=O)([O-])c1ccc(OCC2CN(Cc3ccccc3)C(=O)c3c(ccnc3-c3ccc(OCC(=O)O)cc3)O2)cc1` (stereo not given) gave IP6K1 inh 8.2, HEK293 tox 1.9%, FLuc inh -8.8%, GPT2 inh inactive, SNCA expr inh -14.4%, SNCA viab count 6.2% and NIH3T3 tox inconclusive.

All compounds of this part, repeating the preview:
Screening Cn1nc(C2CCCN(C(=O)NC3CCCC3)C2)n(C2CCCC2)c1=O (stereo not given) returned IP6K1 inh -5.0, HEK293 tox -0.7%, FLuc inh 4.5%, GPT2 inh inactive, SNCA expr inh 1.3%, SNCA viab count 7.9% and NIH3T3 tox -4.5%.
`C[S+](=O)([O-])c1ccc(OCC2CN(Cc3ccccc3)C(=O)c3c(ccnc3-c3ccc(OCC(=O)O)cc3)O2)cc1` (stereo not given) gave IP6K1 inh 8.2, HEK293 tox 1.9%, FLuc inh -8.8%, GPT2 inh inactive, SNCA expr inh -14.4%, SNCA viab count 6.2% and NIH3T3 tox inconclusive.
CNC(=O)C1(N2CCC[C@H]2C(=O)NCc2ccccc2)COC1 was read as IP6K1 inh -5.0, HEK293 tox -2.1%[172 µM], FLuc inh 0.2%[172 µM], GPT2 inh 0.7%[88.5 µM], SNCA expr inh -25.7%[87.6 µM], SNCA viab count 1.6%[87.6 µM] and NIH3T3 tox 0.7%[138 µM].
`Cc1cnc(C(=O)N[C@@H]2CCC[C@@H]2C(=O)Nc2cccc(F)c2C)cn1` gave IP6K1 inh 10.1, HEK293 tox -21.4%, FLuc inh inconclusive, GPT2 inh -22.0%, SNCA expr inh 58.5%[activator], SNCA viab count -28.1% and NIH3T3 tox -28.4%.
Screening O=C(NCCc1ccc(Cl)cc1)c1ccc2nnc(Cc3ccco3)n2c1 returned IP6K1 inh -22.9&4.4, HEK293 tox -27.9%, GPT2 inh -3.8%, SNCA expr inh 0.5%&1.8%, SNCA viab count -3.5%&-0.1% and NIH3T3 tox inconclusive.
`Cc1ccc2c(=O)cc(C(=O)Nc3ccc(S(=O)(=O)Nc4onc(C)c4C)cc3)oc2c1` gave IP6K1 inh -11.3, SNCA expr inh -16.4% and SNCA viab count 11.0%.
COc1ccc(OC)c(NC(=O)C2CCc3nc(N4CCN(C(C)=O)CC4)sc3C2)c1 (stereo not given) was read as IP6K1 inh 23.4, HEK293 tox inconclusive, FLuc inh -9.8%, GPT2 inh 2.5%, SNCA expr inh 7.3%, SNCA viab count -2.9% and NIH3T3 tox -25.9%.
`COc1ccc(OC)c(NC(=O)CSc2ccnc(=O)[nH]2)c1` gave IP6K1 inh -5.9, SNCA expr inh -24.0% and SNCA viab count -2.5%.
O=C(NC1(C(F)(F)F)N=C(c2ccccc2)N(C2CCCCC2)C1=O)c1ccc(F)cc1 (stereo not given) was read as IP6K1 inh 1.7, SNCA expr inh 33.5%[activator] and SNCA viab count -7.0%.
For COc1cccc(S(=O)(=O)N2CCN(C3CCN(C)C3=O)CC2)c1 (stereo not given) the results were IP6K1 inh 6.5, HEK293 tox -0.5%, FLuc inh -3.9%, GPT2 inh inactive, SNCA expr inh -25.1%, SNCA viab count -2.2% and NIH3T3 tox inactive.
O=C(NC1CCCCC1)NC1CCc2nn(CC3CC3)c(=O)n2CC1 (stereo not given) was read as IP6K1 inh -4.9, HEK293 tox -3.1%, FLuc inh -9.5%, GPT2 inh inactive, SNCA expr inh -0.2%, SNCA viab count -7.7% and NIH3T3 tox -4.1%.
For C=CCN(C)C(=O)[C@@H]1Cc2cn(Cc3cc(C)on3)c3cccc(c23)[C@H](CC(C)C)N1 the results were IP6K1 inh -6.4, HEK293 tox 70.8µM*, FLuc inh 2.0%[172 µM], GPT2 inh inconclusive, SNCA expr inh 14.6%[87.6 µM], SNCA viab count -22.2%[87.6 µM] and NIH3T3 tox 70.8µM*.
`C[C@H]1[C@H](C)CC[C@]2(C(=O)O[C@@H]3O[C@H](CO)[C@@H](O)[C@H](O)[C@H]3O)CC[C@]3(C(=O)O)C(=CCC4[C@@]5(C)CC[C@H](O[C@@H]6O[C@H](CO)[C@@H](O)[C@H](O)[C@H]6O)C(C)(C)C5CC[C@]43C)[C@H]12` (stereo not given in full) gave IP6K1 inh 4.2, GPT2 inh inactive and SNCA viab count 2.9%[12.5 µM].
For Cc1ccccc1[S+](=O)([O-])N1CCC2OCCN(Cc3ccccc3F)C(=O)C2C1 (stereo not given) the results were IP6K1 inh -10.5, HEK293 tox inconclusive, FLuc inh 12.4%[172 µM], GPT2 inh 2.1%[88.5 µM], SNCA expr inh -7.2%[87.6 µM], SNCA viab count -4.0%[87.6 µM] and NIH3T3 tox inconclusive.
Screening COc1ccc(-c2cc(C(=O)NCc3cccs3)c3cnn(C)c3n2)cc1 returned IP6K1 inh 0.4, HEK293 tox inconclusive, GPT2 inh 1.6%, SNCA expr inh -3.8%, SNCA viab count 4.4% and NIH3T3 tox inconclusive.
Screening CCNC(=O)N1CCOC(CN(CC(C)C)C(=O)c2cccc(OC)c2)C1 (stereo not given) returned IP6K1 inh 3.7, HEK293 tox 0.6%, FLuc inh 1.0%, GPT2 inh inactive, SNCA expr inh 8.2%, SNCA viab count -0.3% and NIH3T3 tox -7.2%.
For CC1=C[C@@H](CN(C)Cc2cccnc2)[C@H](C(C)C)C[C@H]1Cc1nnc(-c2ccc([N+](=O)[O-])cc2)o1 the results were IP6K1 inh 15.6, HEK293 tox 22.4µM*, FLuc inh -18.8%, GPT2 inh inactive, SNCA expr inh -11.1%, SNCA viab count inconclusive and NIH3T3 tox 15.8µM*.
Screening O=C(Nc1ccc(F)cc1)c1nc2sccn2c1-c1cccc(C(F)(F)F)c1 returned IP6K1 inh 4.7, HEK293 tox 50.1µM*, GPT2 inh inactive, SNCA expr inh -7.3%, SNCA viab count -4.6% and NIH3T3 tox inconclusive.
`O=C(N[C@H]1CO[C@H]2[C@@H]1OC[C@@H]2Nc1nccc(-c2cccc(F)c2)n1)C1CC1` gave IP6K1 inh 0.9, HEK293 tox -5.8%[172 µM], FLuc inh -5.4%[172 µM], GPT2 inh 0.6%[88.5 µM], SNCA expr inh -9.2%[87.6 µM], SNCA viab count 3.9%[87.6 µM] and NIH3T3 tox -33.4%[174 µM].
For O=C(NC[C@H]1O[C@H](Cc2cc(-c3ccc(F)cc3)on2)CC[C@@H]1O)NC1CCCCC1 the results were IP6K1 inh 10.7, HEK293 tox inconclusive, FLuc inh 70.8µM*, GPT2 inh 0.3%[88.5 µM], SNCA expr inh 0.6%[87.6 µM], SNCA viab count -20.2%[87.6 µM] and NIH3T3 tox 89.1µM*.
`NC(=O)[C@@H](Cc1ccccc1)NC(=O)[C@@H]1C[C@@H](NS(=O)(=O)c2cccs2)CCN1C(=O)CSCC(=O)O` gave IP6K1 inh -13.0, HEK293 tox -7.8%, FLuc inh -5.0%, GPT2 inh -3.8%, SNCA expr inh -0.6%, SNCA viab count 11.4% and NIH3T3 tox -16.6%.
For COc1ccc(CCNC(=O)c2cc(-c3ccccc3)nc3ccccc23)cc1OC the results were IP6K1 inh 15.1, SNCA expr inh -0.2% and SNCA viab count 24.2%.
For CCc1ccc(CNC(=O)[C@@]23CCCC[C@H]2N(C)C(=O)CC3)cc1 the results were IP6K1 inh -7.1, HEK293 tox 3.4%, FLuc inh -6.5%, GPT2 inh -7.3%, SNCA expr inh -5.0%, SNCA viab count 1.7% and NIH3T3 tox inactive.
`Cn1c(=O)c2c(nc3n(-c4ccc(O)cc4)c(-c4ccc(Br)cc4)cn23)n(C)c1=O` gave IP6K1 inh 32.6, SNCA expr inh 18.2% and SNCA viab count -3.8%.
`c1ccc([C@@H]2C[C@H]2c2nc(C3CCOCC3)nn2-c2cccnc2)cc1` gave IP6K1 inh 4.6, HEK293 tox -9.1%, FLuc inh -1.9%, GPT2 inh inactive, SNCA expr inh inconclusive, SNCA viab count -18.1% and NIH3T3 tox 3.3%.
Cc1ccc(C(=O)N2CCc3cc(CNC(=O)COc4ccccc4)ccc32)cc1 was read as IP6K1 inh 28.7, SNCA expr inh 3.9% and SNCA viab count 9.2%.
For CCN(CC)S(=O)(=O)c1ccc2c(c1)N(CC(=O)N1CCN(c3ccc(Cl)cc3)CC1)C(=O)CO2 the results were IP6K1 inh 1.6, SNCA expr inh -10.9% and SNCA viab count -25.3%.
Screening CCCc1ccc(S(=O)(=O)N2CCC(c3nnc(-c4cccc(C)c4)o3)CC2)cc1 returned IP6K1 inh -4.4, SNCA expr inh -26.5% and SNCA viab count -12.1%.
Screening O=C1N(Cc2cccc(F)c2F)CCCC1(O)CNCc1cccc(F)c1 (stereo not given) returned IP6K1 inh -3.1, HEK293 tox -19.6%, FLuc inh -8.1%, GPT2 inh 0.9%, SNCA expr inh -3.0%, SNCA viab count -0.3% and NIH3T3 tox inconclusive.
`COc1ccc(-c2nc(C(C)C)nc3c2CCN(C(=O)C2CCCC2)CC3)cc1` gave IP6K1 inh 27.9, HEK293 tox inconclusive, FLuc inh 3.6%, GPT2 inh 0.6%, SNCA expr inh -22.1%, SNCA viab count inconclusive and NIH3T3 tox -31.7%.
Screening COC(=O)c1cccc(Cn2nnc3sc4c(c3c2=O)CCC(C(C)(C)C)C4)c1 (stereo not given) returned IP6K1 inh 29.8, SNCA expr inh 46.6%[activator] and SNCA viab count 11.9%.
For CC(=O)N1CCC(Cc2noc(-c3ccncc3)n2)C1 (stereo not given) the results were IP6K1 inh 8.5, HEK293 tox 7.8%, FLuc inh 6.6%, GPT2 inh inactive, SNCA expr inh -19.6%, SNCA viab count -4.9% and NIH3T3 tox 1.2%.
O=C(O)c1ccccc1C(=O)Nc1ccc(S(=O)(=O)Nc2nccs2)cc1 was read as IP6K1 inh 6.7, GPT2 inh -15.8%, SNCA expr inh 16.6%[25.6 µM] and SNCA viab count 66.2%[23.9 µM].

A run of entries of the results above, as a working copy:
`NC(=O)[C@@H](Cc1ccccc1)NC(=O)[C@@H]1C[C@@H](NS(=O)(=O)c2cccs2)CCN1C(=O)CSCC(=O)O` gave IP6K1 inh -13.0, HEK293 tox -7.8%, FLuc inh -5.0%, GPT2 inh -3.8%, SNCA expr inh -0.6%, SNCA viab count 11.4% and NIH3T3 tox -16.6%.
For COc1ccc(CCNC(=O)c2cc(-c3ccccc3)nc3ccccc23)cc1OC the results were IP6K1 inh 15.1, SNCA expr inh -0.2% and SNCA viab count 24.2%.

The list is partial; the hit share may differ from the screen's.
